KB-V1 cytotox – KB-V1 MDR subline cytotoxicity. KB-V1 MDR cells viability, CellTiter-Glo, 72 h. Potency, µM (titrated, usually from 46.1 µM), for the others: at the highest dose activity change, negative = cytotoxicity, hits mostly cytotoxic. 3.4% of 400,000 active. AID 1347076; also: potency is read from the fitted curve at half-maximal effect; % is scaled to controls: 0 for no effect and ±100 for the full control effect; nearly all actives have a fitted effect of over 60% in size
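Readout: CellTiter-Glo luminescence, 10 min after addition. Cells: KB-V1 MDR subline, 72 h at 37 degrees C with compound. Analysis: corrected, normalized data fitted to concentration-effect curves.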
DRD3 agonist – agonists of human D3 dopamine receptor | D3R DiscoveRx beta-arrestin cells, luminescence, 90 min | max activation, % | 0.58% of 410,000 active; in the data active = max activation above about 30%; also: 0% is about no effect; mostly tested at two doses, the higher about 12 µM
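Cells at 1500/well, incubated overnight, then treated with pinned compounds (dopamine as control) for 90 min at 37 degrees C. DiscoveRx reagent added for 30 - 60 minutes at room temperature; luminescence read.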
KB-3-1 cytotox – kills parental KB-3-1 adenocarcinoma cells; Potency, µM (series often up to 46.1 µM), for inactives: at the highest dose activity change, negative = cytotoxic, actives largely listed as cytotoxic; KB-3-1 viability, CellTiter-Glo ATP luminescence, 72 h; AID 1347075; 1.4% of 400,000 active; also: potency is read from the fitted curve at half-maximal effect; % is scaled to controls: 0 for no effect and ±100 for the full control effect; nearly all actives have a fitted effect of over 60% in size
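Cytotoxicity in the drug-sensitive parental line KB-3-1 was scored as loss of CellTiter-Glo luminescence following 72 h incubation with compound. Values come from curve fitting of normalized concentration-response data.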
SW480 rereplic – induces DNA re-replication in SW480 colon adenocarcinoma cells. 1.8% of 340,000 active. AID 624297. SW480 DNA re-replication, Hoechst DNA content imaging, 48 h. Potency, µM (top dose mostly 46.1 µM), without a hit: top-dose re-replication activation, hits mostly activators; also: potency is read from the fitted curve at half-maximal effect; % of control where 0% means no effect; nearly all actives have a fitted effect of over 55% in size
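Image-based read-out: total Hoechst fluorescence of nuclei (405 nm excitation, 500-530 nm emission), with hits raising the fraction of high-intensity nuclei. SW480 colon cells incubated 48 hr with compounds at 37 C.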
GLP-1R agonist – GLP-1 receptor (human) agonism | Potency, µM (highest dose often 45.6 µM), without a hit: at the highest dose activation, most hits filed as activators | AID 624172 | HEK293 GLP-1R CRE-luciferase, luminescence, 4-6 h; cells express a hypersensitive GLP-1R form | P43220 | 0.007% of 380,000 active; also: potency is read from the fitted curve at half-maximal effect; % of control where 0% means no effect
Target sequence (P43220 whole entry, looked up): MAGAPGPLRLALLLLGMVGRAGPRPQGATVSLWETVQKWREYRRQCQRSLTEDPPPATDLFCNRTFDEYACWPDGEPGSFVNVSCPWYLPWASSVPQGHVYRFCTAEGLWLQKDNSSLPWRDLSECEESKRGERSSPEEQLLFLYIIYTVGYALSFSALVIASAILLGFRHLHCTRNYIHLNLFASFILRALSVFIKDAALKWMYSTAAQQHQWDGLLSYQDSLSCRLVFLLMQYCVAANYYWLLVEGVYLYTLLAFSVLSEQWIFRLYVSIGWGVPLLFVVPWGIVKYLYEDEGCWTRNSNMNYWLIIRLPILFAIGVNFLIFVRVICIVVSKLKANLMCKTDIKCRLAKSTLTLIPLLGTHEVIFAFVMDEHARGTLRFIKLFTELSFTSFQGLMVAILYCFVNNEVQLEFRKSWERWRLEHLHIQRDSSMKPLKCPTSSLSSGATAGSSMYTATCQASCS
* hit, by the source's call; ? = inconclusive; . = not tested or not shown; & = joins results of further samples; [ ] = dose if it differs, or a comment. Unless noted, calls follow the shape of the dose curve; as a rule, active = well fitted curve in the direction sought with a large enough effect; inconclusive = small, poorly fitted or top-dose-only effect, or another doubt; inactive = no such curve, though single readings can be large; an effect the other way counts as inactive or inconclusive.

SMILES	KB-V1 cytotox	DRD3 agonist	KB-3-1 cytotox	SW480 rereplic	GLP-1R agonist
c1cnc2cc3c(cc2n1)[C@@H]1CNC[C@@H]3C1	.	.	.	.	2%
CCCSS/C(CCO)=C(\C)N(C=O)Cc1cnc(C)nc1N	.	0	.	.	.
CCCCC1CCC(CCCC(C)CCC(=O)O)CC1 (stereo not given)	.	12	.	.	.
CC(C)[C@@H]1CC[C@@H](C)C[C@H]1OC(=O)c1ccccc1O	.	10	.	.	.
COc1ccc(NC(=O)Cn2ccn(-c3ccc(C)c(C)c3)c(=O)c2=O)cc1Cl	.	4	.	.	.
CC[C@H]1OC(=O)C[C@@H](O)[C@H](C)[C@@H](O[C@@H]2O[C@H](C)[C@@H](O)[C@H](N(C)C)[C@H]2O)[C@@H](CCN2C[C@H](C)C[C@H](C)C2)C[C@@H](C)C(=O)/C=C/C(C)=C/[C@@H]1CO[C@@H]1O[C@H](C)[C@@H](O)[C@@H](OC)[C@H]1OC	.	-4	.	.	.
CC1c2ccccc2CN1NC(=O)c1ccc(Cl)c(S(N)(=O)=O)c1 (stereo not given)	.	51*	.	.	.
COc1cc(N)c(Cl)cc1C(=O)NC1CCN(CCCOc2ccc(F)cc2)CC1OC (stereo not given)	.	-22	.	.	.
CCN(CC)C(=O)Nc1ccc(OCC(O)CNC(C)(C)C)c(C(C)=O)c1 (stereo not given)	.	2	.	.	.
CCC(C)C(N)C(=O)O (stereo not given)	.	.	.	-1%	-5%
CC(=O)[C@@H]1CC[C@@H]2[C@@H]3C[C@H](C)C4=CC(=O)CC[C@@]4(C)[C@H]3[C@H](O)C[C@]21C	.	.	.	-5%[20.6 µM]	10%[19.8 µM]
CCCSS/C(CCO)=C(/C)N(C=O)Cc1cnc(C)nc1N	.	.	.	?	-3%

3 structures from above, sorted by length of the SMILES, lowest first:
SMILES	KB-V1 cytotox	DRD3 agonist	KB-3-1 cytotox	SW480 rereplic	GLP-1R agonist
CCC(C)C(N)C(=O)O (stereo not given)	.	.	.	-1%	-5%
CC1c2ccccc2CN1NC(=O)c1ccc(Cl)c(S(N)(=O)=O)c1 (stereo not given)	.	51*	.	.	.
CC(C)[C@@H]1CC[C@@H](C)C[C@H]1OC(=O)c1ccccc1O	.	10	.	.	.

By substructure: those above with a COOH group (2)
SMILES	KB-V1 cytotox	DRD3 agonist	KB-3-1 cytotox	SW480 rereplic	GLP-1R agonist
CCCCC1CCC(CCCC(C)CCC(=O)O)CC1 (stereo not given)	.	12	.	.	.
CCC(C)C(N)C(=O)O (stereo not given)	.	.	.	-1%	-5%

Whole records from above. Order of values: KB-V1 cytotox | DRD3 agonist | KB-3-1 cytotox | SW480 rereplic | GLP-1R agonist
Results for CCCSS/C(CCO)=C(/C)N(C=O)Cc1cnc(C)nc1N = . | . | . | ? | -3%
Results for COc1ccc(NC(=O)Cn2ccn(-c3ccc(C)c(C)c3)c(=O)c2=O)cc1Cl = . | 4 | . | . | .
Results for c1cnc2cc3c(cc2n1)[C@@H]1CNC[C@@H]3C1 = . | . | . | . | 2%

Next section.
SMILES	KB-V1 cytotox	DRD3 agonist	KB-3-1 cytotox	SW480 rereplic	GLP-1R agonist
CC1CCC(C(C)C)C(OC(=O)c2ccccc2O)C1 (stereo not given)	.	.	.	-4%	17%
CC1=C(c2ccc(NN=C(C#N)C#N)cc2)NNC(=O)C1	.	.	.	?	-12%
NS(=O)(=O)c1cc2c(cc1C(F)(F)F)N[C@H](Cc1ccccc1)NS2(=O)=O	.	.	.	-3%[20.6 µM]	-3%[19.8 µM]
CC[C@@H](C)C(N)C(=O)O (stereo not given in full)	.	.	.	-8%	0%
CC(=O)c1ccc(OCC(=O)N2CCCCC2)cc1	.	-6	.	.	-3%
COc1cc(Nc2c(C#N)cnc3cc(OCCCN4CCN(C)CC4)c(OC)cc23)c(Cl)cc1Cl	.	-11	.	.	6%
CCOC(=O)[C@H](CCc1ccccc1)N[C@@H](C)C(=O)N(CC(=O)O)C1Cc2ccccc2C1	.	-29	.	.	-6%
OC1(c2ccc(Cl)c(C(F)(F)F)c2)CCN(CCCC(c2ccc(F)cc2)c2ccc(F)cc2)CC1	.	-16	.	.	-7%
O=C(Nc1ccc(Cl)cc1)Nc1ccc(Cl)c(C(F)(F)F)c1	.	1	.	.	-4%
CCCOC(=O)c1ccccc1	.	-12	.	1%	6%
O=C(O)CN1C(=O)c2cccc3cccc(c23)C1=O	.	11	.	0%	16%
Cc1ccccc1N=Nc1ccc(N=Nc2c(O)ccc3ccccc23)c(C)c1	.	9	.	-5%	-3%

4 of the compounds above, with bars between the fields:
smiles | KB-V1 cytotox | DRD3 agonist | KB-3-1 cytotox | SW480 rereplic | GLP-1R agonist
CC(=O)c1ccc(OCC(=O)N2CCCCC2)cc1 | . | -6 | . | . | -3%
COc1cc(Nc2c(C#N)cnc3cc(OCCCN4CCN(C)CC4)c(OC)cc23)c(Cl)cc1Cl | . | -11 | . | . | 6%
CCOC(=O)[C@H](CCc1ccccc1)N[C@@H](C)C(=O)N(CC(=O)O)C1Cc2ccccc2C1 | . | -29 | . | . | -6%
OC1(c2ccc(Cl)c(C(F)(F)F)c2)CCN(CCCC(c2ccc(F)cc2)c2ccc(F)cc2)CC1 | . | -16 | . | . | -7%

(list continues)
SMILES	KB-V1 cytotox	DRD3 agonist	KB-3-1 cytotox	SW480 rereplic	GLP-1R agonist
O=C(Cn1ccnc1[N+](=O)[O-])NCCO	.	8	.	0%	4%
COC(=O)c1cccnc1	.	-9	.	2%	3%
C=CC(C)(O)CC/C=C(\C)CCC=C(C)C (stereo not given)	.	-17	.	5%	4%
CCOC(=O)c1cccc(N)c1	.	-10	.	-7%	1%
CCN(CC)CCOc1ccccc1C(=O)CCc1ccccc1	.	-7	.	1%	-7%
C#C[C@]1(OC(C)=O)CC[C@H]2[C@@H]3CCC4=C/C(=N/O)CC[C@@H]4[C@H]3CC[C@@]21CC	.	37*	.	18%	-1%
O=S(=O)(O)c1ccc2nc(-c3ccccc3)[nH]c2c1	.	5	.	0%	1%
CCNC(=O)/C=C/c1cccc(Br)c1	.	-3	.	-4%	-5%
N/C(=N\N=C\c1ccc(Cl)cc1)N/N=C/c1ccc(Cl)cc1	.	5	.	0%	29%
C=CCN1C(=O)C(CC(C)C)NC1=S (stereo not given)	.	-8&6	.	2%&-2%	9%&0%
NC(=O)n1c(O)c(C(=O)c2cccs2)c2cc(Cl)ccc21	.	-7	.	2%	-1%
O=C1NC(=O)[C@@]2(CCOc3ccc(F)cc32)N1	.	6	.	0%	9%
CCCCCCCC/C=C\CCCCCCCCN	.	-12	.	1%	2%
CCCC(=O)O	.	-1	.	-1%	-4%
CC(=O)NCCCCCC(=O)O	.	-4	.	-1%	0%
Cc1nc2c3ccccc3nc(NNC(=O)CCC(=O)N3CCN(c4cc(Cl)ccc4C)CC3)n2n1	3%	-8	6%	.	.
Cc1oc(-c2cccc(Cl)c2)nc1Cn1c(SCc2ccccc2F)nc2ccncc21	-1%	-24	-11%	.	.
CNC(=O)c1ccc(CSc2nc3ccncc3n2Cc2ccc(C)cc2)cc1	28%	1	0%	.	.
Cc1nn(CC(=O)NCCc2ccccc2)c(=O)c2c1sc1ccccc12	-11%	-23	6%	.	.
COc1ccc(C(=O)Nc2nc3ccccc3n2CCOc2ccc(Cl)cc2)cc1	5%	2	3%	.	.

This is a subset; count on the stated rates, not on these rows.
